Compound activity deposited in PubChem BioAssay by Broad Institute.
PglD DTNB: PglD (C. jejuni) enzyme inhibition; actives 0.098% (n = 360,000); purified PglD enzyme, DTNB colorimetric CoA detection; inhibition, % at 12.5 µM; in the data active = inhibition above about 16%, passing the limit was not always enough; also: strong numbers were not always called active
LGR2 inh: Drosophila LGR2 receptor signaling inhibition | HEK293 LGR2, CRE-luciferase, bursicon-stimulated, 4 h | inhibition, % at 9.99 µM | actives 0.35% (n = 380,000) | AID 720647;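 active = drop in luminescence signal, shown as inhibition above about 50% in the replicate tests, limit read from the data, passing the limit was not always enough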;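 also: agonist challenge used bursicon conditioned medium at about half maximal strength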
FN deposition inh: fibronectin deposition inhibition. AH1F fibroblasts, Alexa488-fibronectin deposition fluorescence, overnight. inhibition, % at 12.6 µM. actives 0.086% (n = 350,000);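 active = mean inhibition across replicates of 30% or more, regardless of how many single replicates reach that level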;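 also: positive control wells lacked labelled fibronectin entirely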
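material = AH1F fibroblast monolayer depositing Alexa488-labelled fibronectin into matrix | amount = 10000 AH1F cells/well | buffer or medium = DMEM plus 2% serum, read in PBS | incubation = 1 h cell adhesion before compound, then overnight fibronectin incubation | detection = fluorescence at 485 nm excitation, 525 nm emission | evaluation = percent inhibition as loss of matrix-bound fibronectin fluorescence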
EWS-Fli block: blocks EWS/Fli oncoprotein-driven transcription | A673 NR0B1-luciferase reporter, viability-normalised | inhibition, % at 12.6 µM | actives 0.67% (n = 350,000);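 active = mean inhibition of at least 50% after viability correction, with every replicate also passing that limit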;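 also: firefly luciferase signal divided by Alamar Blue viability fluorescence both relative to DMSO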
S100A4 inh HTS: S100A4-myosin IIA interaction inhibition; S100A4/TAMRA-MyoIIA peptide fluorescence polarization; inhibition, % at 10.7 µM; actives 0.14% (n = 360,000); AID 652163;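 active = mean inhibition of at least 70% across replicates, with every replicate also reaching that level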
Target sequence (P26447 whole entry, looked up): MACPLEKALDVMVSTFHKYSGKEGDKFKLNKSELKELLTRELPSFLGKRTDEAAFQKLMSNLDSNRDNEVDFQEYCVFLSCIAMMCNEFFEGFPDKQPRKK
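assay system = human S100A4 monomer with TAMRA-labelled myosin IIA peptide | also added = labelled myosin peptide probe, 5 nM | incubation = 5 min between mix addition and reading | control set = DMSO and TFP controls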
PAX8 inh HTS: inhibitors of PAX8 transcriptional activity in RMG-I cells | RMG-I TPO-luciferase reporter, SteadyGlo, 24 h | inhibition, % at 12.6 µM | actives 1.2% (n = 360,000) | AID 652154;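 active = mean replicate inhibition at least 60% with every replicate also reaching 60%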;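 also: luciferase light reporting Pax8 driven TPO promoter activity; plate controls were median of neutral control wells for no effect and mitoxantrone controls for full effect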
PGC1a acetyl inh: PGC1a acetylation modulation, inhibitor mode. U2OS PGC1a acetylation, AlphaScreen anti-acetyl-lysine; with virally co-expressed GCN5 acetyltransferase. inhibition, % at 15.6 µM. actives 0.17% (n = 350,000);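 active = every replicate shows inhibition of at least 40%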;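 also: 0% = neutral control wells and 100% = positive control wells; some results beyond the cut were filed as inactive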
ERAP1 inh: ERAP1 (human) enzyme inhibition; Q9NZ08; recombinant ERAP1, Leu-AMC fluorescence, 60 min; actives 0.15% (n = 340,000); inhibition, % at 10.7 µM;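 active = mean replicate inhibition of at least 30%, or all replicates individually reaching that 30% level; inactive = mean below 30% and not every replicate reaching it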;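 also: 0% = neutral control wells and 100% = L-leucinethiol positive control wells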
Target sequence (Q9NZ08 whole entry, looked up): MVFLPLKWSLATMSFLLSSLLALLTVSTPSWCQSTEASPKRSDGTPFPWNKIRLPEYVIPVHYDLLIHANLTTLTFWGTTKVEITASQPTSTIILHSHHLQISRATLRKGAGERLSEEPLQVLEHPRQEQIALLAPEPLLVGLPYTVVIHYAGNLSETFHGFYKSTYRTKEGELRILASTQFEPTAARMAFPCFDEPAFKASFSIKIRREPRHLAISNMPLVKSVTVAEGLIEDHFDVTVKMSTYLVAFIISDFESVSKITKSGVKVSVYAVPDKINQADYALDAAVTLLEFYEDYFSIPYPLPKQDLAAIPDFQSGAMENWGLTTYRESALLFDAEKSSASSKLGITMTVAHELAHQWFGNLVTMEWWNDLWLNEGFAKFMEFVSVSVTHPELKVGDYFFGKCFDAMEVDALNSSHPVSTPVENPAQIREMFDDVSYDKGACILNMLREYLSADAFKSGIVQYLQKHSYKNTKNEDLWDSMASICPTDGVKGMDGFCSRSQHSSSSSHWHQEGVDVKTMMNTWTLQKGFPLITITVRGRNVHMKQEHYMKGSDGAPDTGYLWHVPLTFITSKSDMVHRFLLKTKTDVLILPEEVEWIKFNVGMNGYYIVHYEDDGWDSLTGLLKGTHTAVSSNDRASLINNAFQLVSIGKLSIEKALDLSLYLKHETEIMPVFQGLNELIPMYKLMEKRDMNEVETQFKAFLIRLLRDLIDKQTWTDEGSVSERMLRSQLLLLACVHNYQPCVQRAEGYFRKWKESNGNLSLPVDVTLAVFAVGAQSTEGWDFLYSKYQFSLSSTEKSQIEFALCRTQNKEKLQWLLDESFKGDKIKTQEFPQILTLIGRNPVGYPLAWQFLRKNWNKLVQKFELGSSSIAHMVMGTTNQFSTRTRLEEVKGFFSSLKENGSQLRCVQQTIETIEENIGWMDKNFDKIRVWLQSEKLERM
* marks the source's active call; other numbers are inactive results.

Screening CC1CC(C)CN(C(=S)SCc2nc(N)nc(Nc3ccccc3)n2)C1 (centres undefined) returned LGR2 inh -17, FN deposition inh -12, EWS-Fli block 2, S100A4 inh HTS -2, PAX8 inh HTS -25 and ERAP1 inh 0.
Screening Cc1ncc(CO)c(CNc2ccc(-c3nc4ccccc4[nH]3)cc2)c1O returned PglD DTNB 0, LGR2 inh -3, FN deposition inh 0, EWS-Fli block -28, S100A4 inh HTS 0, PAX8 inh HTS -71, PGC1a acetyl inh -1 and ERAP1 inh -4.
Screening Cc1c(NS(=O)(=O)c2cccc(C(=O)NC(C)c3ccccc3)c2)c(=O)n(-c2ccccc2)n1C (centres undefined) returned PglD DTNB 5, LGR2 inh -3, FN deposition inh -7, EWS-Fli block 9, S100A4 inh HTS -2, PAX8 inh HTS -1, PGC1a acetyl inh -1 and ERAP1 inh -2.
`Cc1cccc(-n2c(=O)c3ccccc3n3c(=S)[nH]nc23)c1C` gave PglD DTNB -4, LGR2 inh 9, FN deposition inh 2, EWS-Fli block 2, S100A4 inh HTS 6, PAX8 inh HTS 1, PGC1a acetyl inh 3 and ERAP1 inh -2.
For COc1ccc(NC(C)=O)cc1NC(C)c1nc2sc(C)c(C)c2c(=O)[nH]1 (centres undefined) the results were LGR2 inh -17, FN deposition inh 4, EWS-Fli block 8, S100A4 inh HTS -8, PAX8 inh HTS 9, PGC1a acetyl inh 6 and ERAP1 inh -6.
Screening C[C@H]1CCCCO[C@H](CN(C)C(=O)NC2CCCCC2)[C@@H](C)CN([C@@H](C)CO)C(=O)c2cc(NS(=O)(=O)c3ccc(Cl)cc3)ccc2O1 returned PglD DTNB -5, LGR2 inh 13, FN deposition inh -5, EWS-Fli block 11, S100A4 inh HTS -13, PAX8 inh HTS 71*, PGC1a acetyl inh 16 and ERAP1 inh 2.
For C[C@@H]1COc2cccc(NCCCN3CCOCC3)c2S(=O)(=O)N1 the results were LGR2 inh -3, FN deposition inh 0, EWS-Fli block -1, S100A4 inh HTS 1, PAX8 inh HTS -2 and ERAP1 inh -2.
O=C(CN1C(=O)NC2(CCCC2)C1=O)N1CCN(c2ccccc2O)CC1 was read as LGR2 inh -1, FN deposition inh 1, EWS-Fli block -9, S100A4 inh HTS 1, PAX8 inh HTS 8 and ERAP1 inh -1.
For COc1cc(CCCN2C(=O)C(=O)NC[C@@H]2C(C)O)cc(OC)c1OC (some centres undefined) the results were PglD DTNB 2, LGR2 inh -16, FN deposition inh 6, EWS-Fli block -9, S100A4 inh HTS 7, PAX8 inh HTS -6 and ERAP1 inh -4.
CC(C(=O)NCCS(=O)(=O)c1ccc(Cl)cc1)S(=O)(=O)c1ccccc1 (centres undefined) was read as LGR2 inh -4, FN deposition inh -5, EWS-Fli block -1, S100A4 inh HTS -3, PAX8 inh HTS -4 and ERAP1 inh 16.
CC(C)CN1C(=O)/C(=C(/C#N)C(=O)NC2CCCCC2)c2ccccc21 was read as LGR2 inh 4, EWS-Fli block 14, S100A4 inh HTS -3, PAX8 inh HTS 1 and ERAP1 inh -2.
Cc1cc(C)c(C#N)c(N2CCN(c3ccc(F)cc3)CC2)n1 was read as PglD DTNB -4, LGR2 inh 8, FN deposition inh 6, EWS-Fli block 3, S100A4 inh HTS -2, PAX8 inh HTS 3, PGC1a acetyl inh -2 and ERAP1 inh 2.
For COc1ccccc1CN1[C@H](CO)[C@H]2c3ccccc3N(C(=O)c3ccncc3)C[C@H]21 the results were PglD DTNB 2, LGR2 inh 7, EWS-Fli block 7, S100A4 inh HTS 6, PAX8 inh HTS 12, PGC1a acetyl inh -17 and ERAP1 inh -3.
`O=C(NC1=NCCS1)c1cc(-c2cccnc2)nc2ccccc12` gave LGR2 inh -3, FN deposition inh -5, EWS-Fli block -4, S100A4 inh HTS -3, PAX8 inh HTS 16, PGC1a acetyl inh 22 and ERAP1 inh 0.
Cc1ccccc1-c1nc(CS(=O)(=O)CC(=O)NCCCN2C(C)CCCC2C)c(C)o1 (centres undefined) was read as PglD DTNB -6, FN deposition inh 6, EWS-Fli block -6, S100A4 inh HTS 1, PAX8 inh HTS 0, PGC1a acetyl inh 3 and ERAP1 inh 3.

An excerpt from above in order of count of non-hydrogen atoms, rising:
Cc1cc(C)c(C#N)c(N2CCN(c3ccc(F)cc3)CC2)n1 was read as PglD DTNB -4, LGR2 inh 8, FN deposition inh 6, EWS-Fli block 3, S100A4 inh HTS -2, PAX8 inh HTS 3, PGC1a acetyl inh -2 and ERAP1 inh 2.
`O=C(NC1=NCCS1)c1cc(-c2cccnc2)nc2ccccc12` gave LGR2 inh -3, FN deposition inh -5, EWS-Fli block -4, S100A4 inh HTS -3, PAX8 inh HTS 16, PGC1a acetyl inh 22 and ERAP1 inh 0.
Screening CC1CC(C)CN(C(=S)SCc2nc(N)nc(Nc3ccccc3)n2)C1 (centres undefined) returned LGR2 inh -17, FN deposition inh -12, EWS-Fli block 2, S100A4 inh HTS -2, PAX8 inh HTS -25 and ERAP1 inh 0.
For COc1ccccc1CN1[C@H](CO)[C@H]2c3ccccc3N(C(=O)c3ccncc3)C[C@H]21 the results were PglD DTNB 2, LGR2 inh 7, EWS-Fli block 7, S100A4 inh HTS 6, PAX8 inh HTS 12, PGC1a acetyl inh -17 and ERAP1 inh -3.
Screening Cc1c(NS(=O)(=O)c2cccc(C(=O)NC(C)c3ccccc3)c2)c(=O)n(-c2ccccc2)n1C (centres undefined) returned PglD DTNB 5, LGR2 inh -3, FN deposition inh -7, EWS-Fli block 9, S100A4 inh HTS -2, PAX8 inh HTS -1, PGC1a acetyl inh -1 and ERAP1 inh -2.

The results go on.
`CCOc1ccccc1C(=O)NC(C)CCc1ccccc1` (centres undefined) gave PglD DTNB 5, LGR2 inh 33, FN deposition inh -1, EWS-Fli block 11, S100A4 inh HTS -2, PAX8 inh HTS 17 and PGC1a acetyl inh -17.
COc1ccccc1CNC(=O)C[C@H]1CC[C@H]2[C@@H](COC[C@@H](O)CN2Cc2cccc(-c3ccncc3)c2)O1 was read as PglD DTNB 3, LGR2 inh -20, FN deposition inh 4, EWS-Fli block 5, S100A4 inh HTS -1, PAX8 inh HTS 27, PGC1a acetyl inh -7 and ERAP1 inh 1.
C[C@@H]1CN([C@H](C)CO)C(=O)c2cc(C#Cc3ccc(F)cc3)cnc2O[C@H]1CN(C)CC1CCOCC1 was read as PglD DTNB -4, LGR2 inh -9, FN deposition inh 2, EWS-Fli block 1, S100A4 inh HTS 13, PGC1a acetyl inh 7 and ERAP1 inh -1.
N#C[C@@H]1[C@H](c2ccccc2-c2cccc(F)c2)[C@H](CO)N1C(=O)C1CC1 was read as LGR2 inh -26, FN deposition inh -3, EWS-Fli block -2, S100A4 inh HTS 2, PGC1a acetyl inh 4 and ERAP1 inh -1.
`Cc1cccnc1NC(=O)c1ccc(C(=O)c2ccccc2)cc1` gave PglD DTNB -77, LGR2 inh -22, FN deposition inh 11, EWS-Fli block -11, S100A4 inh HTS 8, PAX8 inh HTS -17, PGC1a acetyl inh 9 and ERAP1 inh 3.
CC[C@]12c3[nH]c4cc(-c5ccco5)ccc4c3CCN1C(=O)[C@@H](CC(=O)NCc1cccc(C(F)(F)F)c1)C[C@@H]2C(=O)N1CCN(C(=O)C2CC2)CC1 was read as PglD DTNB -3, LGR2 inh 1, FN deposition inh -4, EWS-Fli block -2, S100A4 inh HTS -8, PAX8 inh HTS 32 and PGC1a acetyl inh -5.
`COc1ccc(NC(=O)Cn2cnc3sc(C)c(S(=O)(=O)N4CCN(C)CC4)c3c2=O)cc1OC` gave LGR2 inh 43, FN deposition inh -1, EWS-Fli block -4, S100A4 inh HTS 11, PAX8 inh HTS 23, PGC1a acetyl inh -22 and ERAP1 inh 4.
For CCNC(=S)N(CCc1ccccc1C)Cc1cc2cc(OC)c(OC)cc2[nH]c1=O the results were LGR2 inh 10, FN deposition inh 3, EWS-Fli block 5, S100A4 inh HTS -15, PAX8 inh HTS 4 and ERAP1 inh 7.
For CN(C)C(=O)C12CCC(C)(C(=O)C1Br)C2(C)C (centres undefined) the results were PglD DTNB -2, LGR2 inh 0, FN deposition inh 3, EWS-Fli block 3, S100A4 inh HTS 1, PAX8 inh HTS -9, PGC1a acetyl inh -18 and ERAP1 inh 0.
For COC(=O)C1=C(C)N(CCCC(=O)O)C(=O)NC1c1cc2c(cc1[N+](=O)[O-])OCO2 (centres undefined) the results were PglD DTNB -3, LGR2 inh -5, FN deposition inh 3, EWS-Fli block -4, S100A4 inh HTS 2, PAX8 inh HTS -10, PGC1a acetyl inh 10 and ERAP1 inh 2.
Cc1c(C(=O)NCc2ccccc2CN2CCCC2)oc2c(F)cccc12 was read as PglD DTNB 1, LGR2 inh 23, FN deposition inh -10, EWS-Fli block 13, S100A4 inh HTS -7, PAX8 inh HTS 13, PGC1a acetyl inh 9 and ERAP1 inh 0.
For CCc1csc(CNC(=O)C2CCC(=O)N(Cc3cccc(F)c3)C2)n1 (centres undefined) the results were PglD DTNB -4, LGR2 inh -13, FN deposition inh 3, S100A4 inh HTS 2, PAX8 inh HTS 8 and ERAP1 inh -3.
For COc1cccc(N2CC(C(=O)NCc3n[nH]c(=O)c4ccccc34)CC2=O)c1 (centres undefined) the results were LGR2 inh -7, FN deposition inh 6, EWS-Fli block 7, S100A4 inh HTS 0, PAX8 inh HTS -1 and ERAP1 inh -6.
CCCNC(=O)[C@@H]1[C@@H](CO)[C@@H]2Cn3c(cccc3=O)[C@@H]2N1C(=O)CC1CC1 was read as PglD DTNB 0, LGR2 inh 8, EWS-Fli block 6, S100A4 inh HTS 12, PAX8 inh HTS -5, PGC1a acetyl inh 4 and ERAP1 inh -2.
Screening COc1ccc(S(=O)(=O)Nc2ccc3c(c2)C(=O)N([C@@H](C)CO)C[C@@H](C)[C@@H](CN(C)C(=O)Nc2ccc4c(c2)OCO4)OCCCC[C@@H](C)O3)cc1 returned PglD DTNB 3, LGR2 inh 3, FN deposition inh -1, EWS-Fli block -9, S100A4 inh HTS -1, PAX8 inh HTS 39, PGC1a acetyl inh -10 and ERAP1 inh 0.
CCOC(=O)CN(C)Cc1cn[nH]c1-c1ccc2cc(OC)ccc2c1 was read as PglD DTNB 6, LGR2 inh -18, FN deposition inh -12, EWS-Fli block -9, S100A4 inh HTS -5, PAX8 inh HTS -16, PGC1a acetyl inh 2 and ERAP1 inh 0.
Screening O=C(NC1CCCC1)C1c2ccccc2OCC(=O)N1Cc1ccccn1 (centres undefined) returned LGR2 inh 1, FN deposition inh 3, EWS-Fli block -5, S100A4 inh HTS -2, PAX8 inh HTS -13 and ERAP1 inh 1.
C[C@@H]1CN([C@@H](C)CO)C(=O)c2cc(N(C)C)ccc2O[C@@H]1CN(C)C(=O)Nc1cccc2ccccc12 was read as PglD DTNB 3, LGR2 inh 4, FN deposition inh 1, EWS-Fli block 10, S100A4 inh HTS -1, PAX8 inh HTS 31, PGC1a acetyl inh -5 and ERAP1 inh -2.
COCCNc1ncnc2c1cnn2Cc1ccccc1Cl was read as PglD DTNB -2, LGR2 inh 10, FN deposition inh 4, EWS-Fli block -5, S100A4 inh HTS -2, PAX8 inh HTS -1, PGC1a acetyl inh 4 and ERAP1 inh 0.
Screening O=C(NCC1CCN(Cc2ccccc2Cl)CC1)Nc1cccc(Cl)c1 returned PglD DTNB 8, LGR2 inh -3, FN deposition inh 5, EWS-Fli block 8, S100A4 inh HTS -2, PAX8 inh HTS 2 and PGC1a acetyl inh -3.
For C=CCN(CC=C)Cc1cc(=O)oc2cc(C)ccc12 the results were PglD DTNB 4, LGR2 inh -17, FN deposition inh 1, EWS-Fli block -16, S100A4 inh HTS 2, PAX8 inh HTS -10, PGC1a acetyl inh -11 and ERAP1 inh 6.
